RAD54 branch: RAD54 (human) branch migration inhibition. actives 0.14% (n = 360,000). AID 602329. inhibition, % at 10.4 µM. RAD54 Holliday junction branch migration, FAM/BHQ fluorescence. Q92698;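 active = mean normalized replicate activity at least 40 and at least half of replicates scoring 40 or more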;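 note: 0% = median of neutral control wells and 100% = median of positive control wells; inhibitors cause a drop in the FAM fluorescence signal; in these data hits start at about 50%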
EWS-Fli inh: inhibitors of EWS/Fli oncoprotein transcriptional activity | actives 0.67% (n = 350,000) | inhibition, % at 12.6 µM | A673 NR0B1-luciferase reporter, viability-normalised;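 active = mean inhibition of at least 50% after viability correction, with every replicate also passing that limit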;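 note: firefly luciferase signal divided by Alamar Blue viability fluorescence both relative to DMSO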
FN deposition inh: fibronectin deposition inhibition | AH1F fibroblasts, Alexa488-fibronectin deposition fluorescence, overnight | inhibition, % at 12.6 µM | actives 0.086% (n = 350,000);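 active = mean inhibition across replicates of 30% or more, regardless of how many single replicates reach that level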;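 note: positive control wells lacked labelled fibronectin entirely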
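test system = AH1F fibroblasts assembling fluorescent fibronectin matrix | quantity = 10000 AH1F cells per well | buffer or medium = DMEM plus 2% serum, read in PBS | doses = single dose, pinned | incubation = 1 h cell attachment, overnight exposure to compound and label | detection = fluorescence at 485 nm excitation, 525 nm emission | read-out basis = inhibition from reduced deposited-fibronectin fluorescence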
S100A4 inh HTS: S100A4-myosin IIA interaction inhibition; P26447; S100A4/TAMRA-MyoIIA peptide fluorescence polarization; inhibition, % at 10.7 µM; actives 0.14% (n = 360,000); AID 652163;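 active = mean inhibition of at least 70% across replicates, with every replicate also reaching that level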
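Material: S100A4 monomer protein | Medium: HEPES pH 7.2 with CaCl2, KCl, NaCl, DTT, Triton | Reagent: Labelled myosin peptide probe, 5 nM | Doses: One dose per compound | Times: 5 min incubation before reading | Benchmarks: Neutral control DMSO, positive control TFP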
RAD52 inh: RAD52 (human) annealing inhibition. inhibition, % at 18.7 µM. actives 0.46% (n = 360,000). AID 651710. recombinant RAD52 DNA annealing, FRET fluorescence. P43351;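 active = every replicate showing at least 50% inhibition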
Target sequence (P43351 whole entry, looked up): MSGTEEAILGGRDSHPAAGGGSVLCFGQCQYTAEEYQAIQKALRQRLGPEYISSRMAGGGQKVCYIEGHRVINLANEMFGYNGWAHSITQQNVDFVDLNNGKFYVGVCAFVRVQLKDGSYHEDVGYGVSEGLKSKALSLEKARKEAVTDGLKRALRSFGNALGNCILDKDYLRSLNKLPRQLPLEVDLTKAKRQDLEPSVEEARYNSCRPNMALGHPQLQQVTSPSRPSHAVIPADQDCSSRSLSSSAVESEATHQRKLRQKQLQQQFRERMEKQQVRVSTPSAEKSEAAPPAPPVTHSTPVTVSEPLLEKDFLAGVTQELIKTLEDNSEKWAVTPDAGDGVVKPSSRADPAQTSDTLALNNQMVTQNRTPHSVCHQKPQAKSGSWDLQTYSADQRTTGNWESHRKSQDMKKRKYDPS
XiGFP reactiv: activators of X-chromosome reactivation in mouse fibroblasts | XiGFP mouse fibroblasts, % GFP-positive cells imaging, 3 d; cells co-treated with 5-aza-dC sensitizer; scaled so ellipticine positive control = 100% | activation, % at 7.58 µM | actives 0.055% (n = 360,000) | AID 743238;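 active = mean normalized replicate activation at least 10% and every replicate at or above 10%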;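 note: 0% = median of on-plate neutral control wells and 100% = ellipticine 6 µM median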
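Assay system – SV40-immortalized XiGFP fibroblast cells, line 68-5-11 · Buffer or medium – DMEM supplemented with 5-aza-dC as sensitizing agent · Dosing – one concentration, pinned · Benchmarks – positive control ellipticine, 6 µM final · Times – 3 days compound exposure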
esBAF inh: blocks esBAF chromatin remodeling in mouse ES cells; Bmi1-luciferase knock-in reporter, 24 h; 100% = twice the neutral-well signal; reporter increase, % at 12.5 µM; actives 2% (n = 350,000); in the data active = activation above about 40%;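 note: 0% = median of the plate's neutral control wells and 100% = double that signal; a rise in the Bmi1 reporter signal indicates esBAF inhibition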
E-selectin induc: E-selectin induction on HUVECs; P16581; HUVEC E-selectin immunofluorescence imaging; normalized: neutral wells 0, TNF-alpha wells 100; activation, % at 7.58 µM; actives 0.37% (n = 260,000);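 active = mean E-selectin-positive cell signal at least 10% of the positive control, reached in at least 60% of replicates, without over 20% cell loss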;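 note: in these data hits start at about 27%; measured in HUVEC primary endothelial cells; signal is the percent of cells scored E-selectin positive by PE staining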
Target sequence (P16581 whole entry, looked up): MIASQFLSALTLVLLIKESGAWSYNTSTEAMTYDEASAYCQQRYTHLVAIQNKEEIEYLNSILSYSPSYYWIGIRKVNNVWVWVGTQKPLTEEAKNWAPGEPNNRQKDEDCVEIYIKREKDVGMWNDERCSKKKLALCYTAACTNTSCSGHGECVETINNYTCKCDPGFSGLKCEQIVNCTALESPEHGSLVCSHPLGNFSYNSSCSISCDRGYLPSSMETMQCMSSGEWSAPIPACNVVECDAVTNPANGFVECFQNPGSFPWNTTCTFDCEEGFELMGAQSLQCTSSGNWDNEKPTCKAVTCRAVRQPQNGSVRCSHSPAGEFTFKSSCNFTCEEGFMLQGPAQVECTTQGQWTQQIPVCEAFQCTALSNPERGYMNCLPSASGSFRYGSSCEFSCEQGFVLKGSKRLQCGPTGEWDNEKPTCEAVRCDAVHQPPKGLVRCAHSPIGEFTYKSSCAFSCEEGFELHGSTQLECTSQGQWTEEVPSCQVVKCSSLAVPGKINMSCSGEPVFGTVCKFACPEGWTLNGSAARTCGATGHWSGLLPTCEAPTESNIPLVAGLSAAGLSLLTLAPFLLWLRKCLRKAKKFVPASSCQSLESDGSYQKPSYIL
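Material: HUVEC primary endothelial cells; Amount: 3,000 cells per well; Dosing: single concentration; Medium: EGM-2 growth medium on 0.1% gelatin-coated wells; Read-out basis: percent E-selectin-positive cells; Signal: immunofluorescence imaging; Control set: TNF-alpha, DMSO.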
An asterisk follows results filed as active; & = joins results of further samples.

Results for C[C@@H]1CCCCO[C@@H](CN(C)Cc2ccc3c(c2)OCO3)[C@H](C)CN([C@@H](C)CO)C(=O)c2cc(NC(=O)C3CCCCC3)ccc2O1 ?
RAD54 branch: 1; EWS-Fli inh: 9; S100A4 inh HTS: 4; RAD52 inh: 11; XiGFP reactiv: -0.9; esBAF inh: -2; E-selectin induc: 0.0

What do the screens show for `CC(C)CCNC(=O)c1cc2c(=O)n3ccccc3nc2s1`?
RAD54 branch: 0; EWS-Fli inh: -73; FN deposition inh: -14; S100A4 inh HTS: -10; RAD52 inh: -14; XiGFP reactiv: 0.1; esBAF inh: 30

How did COc1ccc(CCC(=O)Nc2ccccc2C(F)(F)F)cc1 do in these assays?
RAD54 branch: 3; FN deposition inh: 3; XiGFP reactiv: 0.2; esBAF inh: -6

What do the screens show for `CC(=O)Cc1nsc(NC(=O)c2ccc(F)cc2)n1`?
EWS-Fli inh: -16; FN deposition inh: 0; S100A4 inh HTS: -6; RAD52 inh: -9; XiGFP reactiv: 0.2

Results for CS(=O)(=O)Nc1ccc2c(c1)[C@@H]1C[C@H](CC(=O)NCc3cccnc3)O[C@H](CO)[C@@H]1O2 ?
RAD54 branch: -2; EWS-Fli inh: 1; FN deposition inh: -6; S100A4 inh HTS: -19; RAD52 inh: 13; XiGFP reactiv: 0.1; esBAF inh: 4; E-selectin induc: -0.7

How did C[C@H](CO)N1C[C@H](C)[C@H](CN(C)C(=O)Nc2ccc(F)cc2)OCCCC[C@H](C)Oc2ccc(NS(C)(=O)=O)cc2C1=O do in these assays?
RAD54 branch: 2; EWS-Fli inh: -7; S100A4 inh HTS: -5; RAD52 inh: -7; XiGFP reactiv: -0.9; esBAF inh: 6; E-selectin induc: -0.1

How did CC1C(=O)C(C)C(c2ccc([N+](=O)[O-])cc2)NC1c1ccc([N+](=O)[O-])cc1 (stereo unspecified) do in these assays?
EWS-Fli inh: 6; FN deposition inh: 0; S100A4 inh HTS: 5; RAD52 inh: -18; XiGFP reactiv: 0.4; E-selectin induc: 3.9

How did COC(=O)c1sc(N2C(=O)C(O)=C(C(=O)c3ccc(C)o3)C2c2cccs2)nc1C (stereo unspecified) do in these assays?
RAD54 branch: -8; EWS-Fli inh: 11; S100A4 inh HTS: -1; RAD52 inh: -131; XiGFP reactiv: 0.2; esBAF inh: 3; E-selectin induc: 0.5

What do the screens show for `COc1ccc(C2(C)NC(=O)N(CC(=O)Nc3ccc4ccccc4c3)C2=O)cc1OC` (stereo unspecified)?
RAD54 branch: 8; EWS-Fli inh: 3; FN deposition inh: 8; S100A4 inh HTS: -3; RAD52 inh: 0; XiGFP reactiv: 0.0; esBAF inh: 6; E-selectin induc: -0.1

How did C=CCOc1ccc(C(=O)Nc2ccc(OCC)cc2)cc1 do in these assays?
RAD54 branch: -10; EWS-Fli inh: -53; FN deposition inh: -2; S100A4 inh HTS: -2; RAD52 inh: -6; XiGFP reactiv: 0.0; esBAF inh: 30

What do the screens show for `O=[N+]([O-])c1ccc2c(c1)C(N1CCOCC1)/C(=C/C1(O)CCCCC1)O2` (stereo unspecified)?
RAD54 branch: 11; EWS-Fli inh: -7; FN deposition inh: 0; S100A4 inh HTS: -3; RAD52 inh: -3; XiGFP reactiv: 0.1; esBAF inh: -9; E-selectin induc: 0.7

How did C=CCSc1nnc2c(n1)OC(c1ccco1)Nc1ccccc1-2 (stereo unspecified) do in these assays?
EWS-Fli inh: 0; FN deposition inh: 1; S100A4 inh HTS: 10; RAD52 inh: -31; XiGFP reactiv: 3.7; E-selectin induc: 0.8

What do the screens show for `CCCCN(C)Cc1c(C)[nH]c2ccc(OCC)cc2c1=O`?
RAD54 branch: 9; EWS-Fli inh: 4; FN deposition inh: -8; S100A4 inh HTS: 0; RAD52 inh: 24; XiGFP reactiv: 0.2; esBAF inh: 16; E-selectin induc: 4.2

How did C[C@@H]1CCCCO[C@H](CN(C)C(=O)CCC(F)(F)F)[C@H](C)CN([C@@H](C)CO)C(=O)c2cc(NS(=O)(=O)c3ccc(Cl)cc3)ccc2O1 do in these assays?
RAD54 branch: -5; EWS-Fli inh: 13; FN deposition inh: 2&-10; S100A4 inh HTS: -5&-4; RAD52 inh: 21&-14; XiGFP reactiv: 0.1&-0.1; esBAF inh: 15; E-selectin induc: 0.7

What do the screens show for `O=C(NNC1CC(=O)N(c2ccc(Cl)cc2)C1=O)c1ccco1` (stereo unspecified)?
EWS-Fli inh: 3; FN deposition inh: 7; S100A4 inh HTS: -2; RAD52 inh: -13; XiGFP reactiv: -0.3; E-selectin induc: 6.5

What do the screens show for `Cc1ccccc1CN1C(=O)C(C)Sc2ccc(-c3ccco3)cc21` (stereo unspecified)?
RAD54 branch: -10; EWS-Fli inh: -10; FN deposition inh: 2; S100A4 inh HTS: -8; RAD52 inh: -91; XiGFP reactiv: 0.0; esBAF inh: -8; E-selectin induc: 1.2

Results for COc1ccccc1N1CCN(C(CNS(=O)(=O)c2cc(F)ccc2F)c2cccnc2)CC1 (stereo unspecified) ?
RAD54 branch: 11; EWS-Fli inh: 8; FN deposition inh: -10; S100A4 inh HTS: 1; RAD52 inh: 10; XiGFP reactiv: 0.0

How did CCNC(=O)C[C@@H]1CC[C@H]2[C@@H](COC[C@H](O)CN2C(=O)Nc2c(C)noc2C)O1 do in these assays?
RAD54 branch: 5; EWS-Fli inh: -8; FN deposition inh: -7; S100A4 inh HTS: 5; RAD52 inh: 8; XiGFP reactiv: 0.2; esBAF inh: -4; E-selectin induc: 0.0

What do the screens show for `COCC#Cc1ccc2c(c1)O[C@@H](CN(C)Cc1ccccc1F)[C@@H](C)CN([C@@H](C)CO)S2(=O)=O`?
RAD54 branch: 10; EWS-Fli inh: -36; S100A4 inh HTS: 12; RAD52 inh: -22; XiGFP reactiv: 0.2; esBAF inh: -1; E-selectin induc: -0.1

How did Cc1ccccc1OCCC(=O)OCC(=O)NC1CCS(=O)(=O)C1 (stereo unspecified) do in these assays?
EWS-Fli inh: -3; FN deposition inh: 4; S100A4 inh HTS: 6; RAD52 inh: -17; XiGFP reactiv: 0.1; esBAF inh: -2

The list goes on; the last three above are carried over.
How did CCNC(=O)C[C@@H]1CC[C@H]2[C@@H](COC[C@H](O)CN2C(=O)Nc2c(C)noc2C)O1 do in these assays?
RAD54 branch: 5; EWS-Fli inh: -8; FN deposition inh: -7; S100A4 inh HTS: 5; RAD52 inh: 8; XiGFP reactiv: 0.2; esBAF inh: -4; E-selectin induc: 0.0

What do the screens show for `COCC#Cc1ccc2c(c1)O[C@@H](CN(C)Cc1ccccc1F)[C@@H](C)CN([C@@H](C)CO)S2(=O)=O`?
RAD54 branch: 10; EWS-Fli inh: -36; S100A4 inh HTS: 12; RAD52 inh: -22; XiGFP reactiv: 0.2; esBAF inh: -1; E-selectin induc: -0.1

How did Cc1ccccc1OCCC(=O)OCC(=O)NC1CCS(=O)(=O)C1 (stereo unspecified) do in these assays?
EWS-Fli inh: -3; FN deposition inh: 4; S100A4 inh HTS: 6; RAD52 inh: -17; XiGFP reactiv: 0.1; esBAF inh: -2

How did N#C[C@@H]1[C@H](c2ccc(C3=CCCCC3)cc2)[C@H](CO)N1C(=O)NC1CCCCC1 do in these assays?
RAD54 branch: -17; EWS-Fli inh: 5; FN deposition inh: -6; S100A4 inh HTS: -5; RAD52 inh: -130; XiGFP reactiv: 0.0; esBAF inh: -1; E-selectin induc: 0.2

What do the screens show for `COc1ccc(-c2cnc3c(c2)C(=O)N([C@H](C)CO)C[C@H](C)[C@H](CN(C)C)O3)cc1`?
RAD54 branch: 7&7; EWS-Fli inh: 3&-5; FN deposition inh: 5; S100A4 inh HTS: 0&7; RAD52 inh: 7&2; XiGFP reactiv: -0.9; esBAF inh: -5&2; E-selectin induc: -0.6

What do the screens show for `Cc1cc(NC(=O)CCN2C(=O)/C(=C\c3ccccc3Cl)SC2=S)no1`?
EWS-Fli inh: 19; FN deposition inh: 10; S100A4 inh HTS: 2; RAD52 inh: -36; XiGFP reactiv: 0.1

How did Cc1ncsc1CCSc1nc2ccccc2c(=O)n1C do in these assays?
RAD54 branch: -2; EWS-Fli inh: 11; S100A4 inh HTS: -3; RAD52 inh: -6; esBAF inh: 1

Results for CC(C)c1ccc(NC(=O)C(c2ccccc2)N2CCN(C=O)CC2)cc1 (stereo unspecified) ?
RAD54 branch: 3; FN deposition inh: -1; esBAF inh: 14; E-selectin induc: -1.3

What do the screens show for `CC1CCCC(NC(=O)CSc2nnc(-c3cccnc3)o2)C1C` (stereo unspecified)?
RAD54 branch: -6; EWS-Fli inh: -38; FN deposition inh: -11; S100A4 inh HTS: 3; RAD52 inh: -29; XiGFP reactiv: 0.1; esBAF inh: 3; E-selectin induc: -0.1

What do the screens show for `COc1ccc(CN(C)C[C@@H]2Oc3ccc(NS(=O)(=O)c4cccs4)cc3CC(=O)N([C@@H](C)CO)C[C@H]2C)cc1`?
EWS-Fli inh: -7; S100A4 inh HTS: 23; RAD52 inh: 5; XiGFP reactiv: -0.1

What do the screens show for `CCCCCCn1cc(CN2CC(N3CCN(Cc4cccc(C)c4)CC3)CS2(=O)=O)nn1` (stereo unspecified)?
EWS-Fli inh: 6; FN deposition inh: -5; S100A4 inh HTS: 2; RAD52 inh: -6; XiGFP reactiv: 0.1; E-selectin induc: 0.6

How did CCC(=O)N[C@@H]1CC[C@H](CC(=O)OC)O[C@H]1CO do in these assays?
RAD54 branch: 4; EWS-Fli inh: 4; S100A4 inh HTS: -4; RAD52 inh: -15; XiGFP reactiv: 0.0; esBAF inh: -1; E-selectin induc: 0.0

What do the screens show for `CC(C)=CCCC1(C)C=Cc2c(ccc3c2[nH]c2cc(O)c(C)cc23)O1` (stereo unspecified)?
RAD54 branch: 5; EWS-Fli inh: 11; S100A4 inh HTS: -2; RAD52 inh: -7; esBAF inh: 4

Results for CNC[C@H]1Oc2cc(C#CCOC)ccc2S(=O)(=O)N([C@@H](C)CO)C[C@H]1C ?
RAD54 branch: 1; EWS-Fli inh: 14; S100A4 inh HTS: -39; RAD52 inh: -21; XiGFP reactiv: 0.2; esBAF inh: 0; E-selectin induc: -0.2

What do the screens show for `CCC1CCCCN1CCCNC(=O)C1CCC(Cn2c(=O)[nH]c3ccccc3c2=O)CC1` (stereo unspecified)?
RAD54 branch: -8; FN deposition inh: -4; S100A4 inh HTS: -2; RAD52 inh: 4; esBAF inh: 1

Results for CNc1c([N+](=O)[O-])cnn1-c1ccc(F)cc1 ?
RAD54 branch: 4; EWS-Fli inh: -4; FN deposition inh: -1; S100A4 inh HTS: 6; RAD52 inh: -11; XiGFP reactiv: 0.1; esBAF inh: -1

How did O=C(CC1C(=O)NCCN1Cc1ccc(-c2ccccc2)cc1)NCCOc1cccnc1 (stereo unspecified) do in these assays?
EWS-Fli inh: 3; FN deposition inh: 11; S100A4 inh HTS: 0; RAD52 inh: -29; XiGFP reactiv: 0.0; E-selectin induc: 0.0

How did CC(CNc1ccccc1O)C(=O)O (stereo unspecified) do in these assays?
EWS-Fli inh: 1; FN deposition inh: 4; S100A4 inh HTS: -2; RAD52 inh: -17; XiGFP reactiv: -0.1; esBAF inh: -4

Rows were taken by chance; about 3% have a hit in one of these screens.
